rCAG binder: binders of r(CAG) RNA repeats, primary screen, biochemical, fluorescence; r(CAG) RNA repeat, TO-PRO-1 dye displacement fluorescence; inhibition, % at 3 µM; 1.3% of 370,000 active;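 active = inhibition above the plate cutoff, the mean of all test compounds on that plate plus 3 SD, cut at about 35% in these data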;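 also: 0% = DMSO alone and 100% = 100 µM mitoxantrone as full dye displacement; higher means more dye released from RNA so lower well fluorescence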
GC-B act: human GC-B receptor activators, primary screen, HEK293 GC-B cells, cGMP TR-FRET, EC30 CNP; 0% at EC30 CNP, 100% saturating CNP; activation, % at 10 µM; 0.11% of 370,000 active;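 active = activation at 10 µM reaching about 35% in either raw or pattern-adjusted values, limit read from the data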
MBD2 DNA inh: inhibitors of MBD2 binding to methylated DNA, primary screen, biochemical, TR-FRET, DNA-binding domain, human. AID 686964, 2013. Methyl-CpG-binding domain protein 2 (Homo sapiens), Q9UBB5. 0.31% of 370,000 active. MBD2 binding to methylated oligonucleotide. inhibition, % at 4.4 µM; in the data active = inhibition above about 13%
Target sequence (Q9UBB5 whole entry, looked up, the tested form may be a part): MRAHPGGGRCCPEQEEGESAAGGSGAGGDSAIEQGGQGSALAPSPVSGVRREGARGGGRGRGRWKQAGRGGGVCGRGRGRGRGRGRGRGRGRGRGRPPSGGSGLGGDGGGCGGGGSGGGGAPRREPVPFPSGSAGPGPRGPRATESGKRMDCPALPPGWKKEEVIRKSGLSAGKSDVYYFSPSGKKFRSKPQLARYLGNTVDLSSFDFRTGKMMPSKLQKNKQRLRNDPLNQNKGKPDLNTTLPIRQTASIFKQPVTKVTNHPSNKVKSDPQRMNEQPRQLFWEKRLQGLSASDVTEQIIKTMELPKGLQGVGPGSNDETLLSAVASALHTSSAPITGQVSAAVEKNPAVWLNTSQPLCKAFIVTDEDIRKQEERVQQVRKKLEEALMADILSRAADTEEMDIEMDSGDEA
PRMT1 inh: PRMT1 methyltransferase inhibitors, primary screen, biochemical, fluorescence polarization; Protein arginine N-methyltransferase 1 (Homo sapiens), Q99873; recombinant PRMT1, activity-based probe fluorescence polarization; inhibition, % at 2.79 µM; 1.3% of 370,000 active; AID 652257, 2013;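 active = inhibition above about 21% made by adding two undisclosed values, limit read from the data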
Target sequence (Q99873 whole entry, looked up): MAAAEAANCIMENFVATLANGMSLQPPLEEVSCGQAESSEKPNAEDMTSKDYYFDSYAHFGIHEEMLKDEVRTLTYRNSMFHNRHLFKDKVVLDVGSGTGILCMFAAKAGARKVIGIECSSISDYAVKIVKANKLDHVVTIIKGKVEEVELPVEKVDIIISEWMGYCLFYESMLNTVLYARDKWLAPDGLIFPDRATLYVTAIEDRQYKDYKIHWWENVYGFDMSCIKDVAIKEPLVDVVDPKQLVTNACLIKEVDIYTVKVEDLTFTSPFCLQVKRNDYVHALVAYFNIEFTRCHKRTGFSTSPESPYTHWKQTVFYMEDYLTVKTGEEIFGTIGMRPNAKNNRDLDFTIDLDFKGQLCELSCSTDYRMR
TCR-CD3 inh: inhibitors of human TCR-CD3 interaction, primary screen, biochemical, fluorescence, TAMRA-labeled TCR probe; inhibition, % at 9.4 µM; 0.37% of 360,000 active; AID 651800, 2012; in the data active = inhibition above about 19%;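 also: recombinant mutant TCR 2C K166C tagged with TAMRA read by polarization; 0% = receptor in buffer alone and 100% = receptor with positive control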
ABHD4 inh: ABHD4 inhibitors, primary screen, biochemical, fluorescence polarization, mouse; (Lyso)-N-acylphosphatidylethanolamine lipase (Mus musculus), Q8VD66; purified mABHD4, FP-Rh probe fluorescence polarization; inhibition, % at 8.92 µM; 0.54% of 370,000 active; AID 720543, 2013;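 active = inhibition exceeding the mean over every tested compound plus 3 SD, cut at about 30% in these data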;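 also: 0% = plate median of compound wells and 100% = S159A mutant with DMSO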
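Assay system: mABHD4 protein; medium: HEPES pH 7.0, NaCl, Pluronic buffer; dosing: 8.92 µM, single dose; schedule: 45 min + 60 min at 25 °C; signal: FP readout, ex 525 nm / em 598 nm; read-out: normalized percent inhibition of probe labeling; repeats: single replicate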
SIAE inh: human SIAE inhibitors, primary screen, biochemical, fluorescence polarization, FP-Rh probe, 1536-well HTS. inhibition, % at 9.66 µM. AID 1053197, 2014. 0.69% of 370,000 active. SIAE FP-Rh probe binding;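 active = inhibition above a cutoff: mean of compounds within the control limits plus 3 SD of those, cut at about 17% in these data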;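 also: 0% = plate median of compound wells and 100% = probe without SIAE protein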
TDP2 absorb: human TDP2 enzyme inhibitors, primary screen, biochemical, epi absorbance, recombinant enzyme; inhibition, % at 12.8 µM; Tyrosyl-DNA phosphodiesterase 2 (Homo sapiens), O95551; AID 720702, 2013; 0.34% of 370,000 active; T5PNP hydrolysis, p-nitrophenol absorbance 415 nm;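 active = inhibition above the mean of all tested compounds plus 3 SD, set per campaign, cut at about 25% in these data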;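 also: 0% = DMSO with enzyme and 100% = buffer with substrate but no TDP2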
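Assay system: Recombinant human TDP2 | Quantity: 120 nM TDP2 per well | Incubation: 2 h at 37 °C | Signal: Epi absorbance | Evaluation: Percent inhibition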
LEDGF integ inh: blockers of LEDGF/p75-dependent integrase strand transfer – biochemical, TR-FRET, high throughput, primary screen; HIV-1 integrase (with human LEDGF/p75); TR-FRET IN-LEDGF/p75 DNA integration, Eu/Cy5; inhibition, % at 3.7 µM; 0.64% of 370,000 active; AID 743269, 2014;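 active = inhibition above the screen-wide mean plus 3 SD, cut at about 13% in these data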;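 also: signal is the Cy5 over europium emission ratio at 671 and 618 nm; 0% = plate median of compound wells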
HTRA1 inh: HTRA1 serine protease inhibitors, primary screen, biochemical, fluorescence polarization, HTS. inhibition, % at 5.96 µM. recombinant HTRA1, FP-rhodamine activity-based probe. Q92743. 0.5% of 340,000 active. AID 504803, 2011; in the data active = inhibition above about 36%;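 also: 0% = enzyme with DMSO and 100% = wells lacking enzyme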
Starred values were filed as active, the others as inactive; . = not tested or not shown. Only part of the results is shown; count on the stated rates, not on these rows.

SMILES	rCAG binder	GC-B act	MBD2 DNA inh	PRMT1 inh	TCR-CD3 inh	ABHD4 inh	SIAE inh	TDP2 absorb	LEDGF integ inh	HTRA1 inh
COc1ccc(C(C(=O)Nc2ccc(F)cc2)N2CCN(C(=O)c3ccco3)CC2)cc1 (centres undefined)	4	1	-6	-4	11	-6	-2	-6	-1	.
Cc1nc(COC(=O)c2ccc(S(=O)(=O)N3CCCC3)cc2)cs1	-5	9	-6	-3	4	-12	-1	9	-2	1
CCOc1cc(C(=O)Nc2ccc([N+](=O)[O-])cn2)cc(OCC)c1OCC	-3	-5	-11	-3	1	0	-1	-3	-2	-6
CC1CCN(C(=O)COC(=O)c2ccc3c(c2)C(=O)N(Cc2ccco2)C3=O)CC1	-2	1	1	0	0	2	5	0	0	-5
CC(C)(C)c1ccc(S(=O)(=O)NC(=O)C2(C)CCN2C(=O)CC2CC2)cc1 (centres undefined)	5	0	-7	1	-4	-3	8	8	-1	.
Cc1ccn2c(C(=O)NNC(=O)Nc3ccc(Cl)cc3)c(C)nc2c1	-2	-2	6	1	-6	6	-1	-11	-3	0
Cc1nnc(C)n1/N=C/c1ccc(C(C)C)cc1	-5	1	1	1	-4	-3	1	-7	-2	3
O=C(NNS(=O)(=O)c1ccccc1[N+](=O)[O-])c1cccnc1	16	2	-5	-2	5	-3	-5	-5	-2	4
CC1Cn2c(nc3sc4c(c3c2=O)CCC4)N1CCO (centres undefined)	1	2	-3	1	6	11	-2	4	0	6
CCOC(=O)C1C(c2cccc(Cl)c2Cl)NC(=O)NC1(O)C(F)(F)F (centres undefined)	-7	-7	1	-1	-7	0	-3	5	1	4
COCCNC(=O)C1CC(=O)N(c2ccc(F)c(Cl)c2)C1 (centres undefined)	0	7	2	-1	-5	-1	-4	0	-1	1
Cc1ccc(NC(=O)CNCc2ccc(Cl)cc2Cl)cc1S(=O)(=O)N(C)C	-4	0	1	0	11	4	-5	21	0	-9
Cn1c(N)c(S(=O)(=O)N2CCN(c3ccccc3F)CC2)c(=O)n(C)c1=O	0	0	4	0	2	-5	5	-13	3	-5
C=CCN(CC=C)C(=O)c1ccccc1NC(=O)c1ccccc1C	-4	-4	-1	1	-7	-3	4	5	-1	3
CN(CC(O)COc1ccc(OCC(O)CN(C)C2CCCCC2)cc1)C1CCCCC1 (centres undefined)	3	5	4	3	0	1	-1	2	1	7
CCOC(=O)[C@]12CCCCC/C=C\1N(Cc1ccc(OC)cc1)C(=O)[C@H]2CC(=O)NCc1cccs1	1	-7	0	-9	.	-3	1	-2	4	.
O=C1CCc2ccc(NS(=O)(=O)c3ccc(F)cc3)cc2N1	-4	3	1	1	-2	9	-3	-4	-5	-2
COc1ccc(-n2ncc3c(NCc4ccccn4)ncnc32)cc1	-3	-10	0	0	2	-4	-1	14	1	0
COc1ccc(/C=C/c2nc(S(=O)(=O)c3ccccc3)c(N(C)C)o2)cc1OC	1	3	-7	2	11	1	-2	5	0	0
Nc1nc(NCC(=O)O)nc(NC2CCCCC2)c1[N+](=O)[O-]	1	4	-2	0	-1	-2	3	-2	4	-5
N#Cc1ccc(C(=O)Nc2nc3ccccc3[nH]2)cc1	2	-5	-1	0	-5	-1	-2	-12	-1	5
Cn1nnc(NC(=O)c2ccc(Br)o2)n1	3	3	-2	-1	10	3	-1	-6	0	-3
COc1ccc(OC)c(-c2cc(C(=O)N/N=C(\C)c3cccnc3)c3ccccc3n2)c1	12	6	1	2	2	-28	-17	-5	-3	-37
Nc1nc(-c2ccccn2)nc(N)c1Cc1c(F)cccc1Cl	4	3	0	-3	-7	1	-4	-5	2	32
CC1(C(=O)NC2CCCCCC2)CCC(=O)N1Cc1ccc2c(c1)OCO2 (centres undefined)	-6	2	4	0	3	-2	8	1	-1	-1
The list goes on.
SMILES	rCAG binder	GC-B act	MBD2 DNA inh	PRMT1 inh	TCR-CD3 inh	ABHD4 inh	SIAE inh	TDP2 absorb	LEDGF integ inh	HTRA1 inh
C[C@H](CO)N1C[C@H](C)[C@@H](CN(C)CC2CCCCC2)Oc2ccc(NC(=O)Cn3cnnn3)cc2C1=O	-3	6	3	-3	-1	5	0	-3	0	-3
COc1ccc([C@@H]2CC=C(C(=O)O)[C@H](c3ccc(F)cc3)N2S(=O)(=O)c2ccc(Cl)cc2)cc1	58*	-1	0	2	8	0	0	13	-4	-2
CC(=O)O/N=C/c1c(N2CCOCC2)n(C)c2ccccc12	0	7	-6	2	7	2	0	8	2	1
Cc1noc(NC(=O)c2ccccc2)c1C#N	2	5	0	0	3	3	5	-1	3	8
O=C(CC1c2ccccc2Oc2ccccc21)NCc1ccco1	-1	-5	2	6	-5	-9	-5	-17	-2	-14
O=S(=O)(O)c1ccc(N=NNc2ccc(Br)cc2)cc1	18	-1	9	16	-7	-34	-6	-7	6	-5
COc1ccccc1N1CCN(C(=O)CCc2ccc(S(=O)(=O)NCC(C)C)cc2)CC1	-9	7	1	-4	6	9	7	3	3	-6
CC(=O)Nc1ccc(S(=O)(=O)Nc2ccc(S(=O)(=O)N3CCCC3)cc2)cc1	3	6	-4	0	3	-1	4	5	-2	-2
COc1ccccc1NC(=O)C(C)N1C(=O)c2ccccc2C1=O (centres undefined)	-1	1	-7	1	-5	-2	-5	4	1	10
CC1CCCC/C1=N\NC(=S)NCCc1ccccc1 (centres undefined)	2	-4	-2	7	-3	-2	5	-1	-7	-14
CCC(=O)N/N=C/c1ccc(-c2ccc(Cl)cc2)o1	1	-3	2	3	-1	-6	6	-11	-2	-3
COc1ccc(CC(=O)Nc2cccc(-c3nnc(-c4ccco4)o3)c2)cc1	5	15	-2	0	-15	-7	-9	-6	1	-16
CCCC(O)(CCC)C(=O)NN(C(=O)OC)c1ccccc1	0	-2	4	-1	1	-6	2	2	0	-8
O=C(NCCN1CCCC1)c1ccc(Br)cc1	3	-3	-5	-1	6	6	1	10	2	7
CCn1c(CNC(=O)COc2ccc(C(C)C)cc2)nnc1SCC(=O)NC1CCCCC1C (centres undefined)	-1	3	0	-2	-2	1	-12	-5	-6	-4
CC(=O)N1CC=CC1(C)C(=O)NCc1cc(F)cc(C(F)(F)F)c1 (centres undefined)	6	2	2	1	3	1	0	-3	1	2
CN(CCc1ccccn1)c1ncnc2[nH]ncc12	1	-5	1	-1	8	-2	-5	-2	-3	1
COc1ccc(N2CCN(C(=O)c3sc4ncn(CC(=O)N5CCCCC5)c(=O)c4c3C)CC2)cc1	-1	-1	1	-2	-3	2	-7	-15	2	8
COc1ccc(C2CC(c3cccs3)=NN2c2ccc(C=O)cc2)cc1 (centres undefined)	-12	7	-2	-14	2	3	0	-14	0	.
CC(=O)Oc1ccccc1C(=O)OCCN=C1NS(=O)(=O)c2ccccc21	0	2	2	2	-8	1	0	-1	-5	1
COc1ccc(Cc2nc3ccc(C(=O)NC(C)Cc4ncccc4C)cc3o2)cc1OC (centres undefined)	-3	0	-1	-1	-4	-3	2	-10	1	-4
Cc1cc(C(=O)NNC(=O)c2ccc(Cl)cc2)c2ccccc2n1	1	-1	1	-3	7	3	-6	-1	4	13
Cc1cc(N(C)C)c(C#N)c(N2CCCCC2)n1	-5	6	5	2	0	-9	2	12	-1	0
CCCn1c(=S)[nH]c2cc(C(=O)N3CCc4ccccc43)ccc2c1=O	3	-15	-3	-1	9	0	6	7	1	8
COc1ccc(OC)c(C2=NOC(C(=O)Nc3ccc4c(c3)OCCO4)C2)c1 (centres undefined)	-3	-2	-1	0	0	3	-2	-7	3	0

Limited to TDP2 absorb, LEDGF integ inh and PRMT1 inh, for some of the entries so far:
SMILES	TDP2 absorb	LEDGF integ inh	PRMT1 inh
O=C(CC1c2ccccc2Oc2ccccc21)NCc1ccco1	-17	-2	6
O=S(=O)(O)c1ccc(N=NNc2ccc(Br)cc2)cc1	-7	6	16

(listing goes on)
SMILES	rCAG binder	GC-B act	MBD2 DNA inh	PRMT1 inh	TCR-CD3 inh	ABHD4 inh	SIAE inh	TDP2 absorb	LEDGF integ inh	HTRA1 inh
Cc1ccccc1N1CCN(C2CCCN(C(=O)CCn3cnnn3)C2)CC1 (centres undefined)	-7	4	2	-2	5	-2	2	16	-2	4
O=C(N/N=C/c1ccc(OC(=O)c2ccccc2Br)cc1)c1ccccn1	-2	-2	1	-2	3	-4	0	11	0	5
Cc1ccc(Cl)cc1NC(=O)c1ccc(CSc2nnnn2C)cc1	-1	-8	-6	-1	11	-4	0	-3	-2	-9
Cn1c(CN2CCOCC2)nnc1SCC(=O)Nc1nccs1	4	-1	-1	-2	3	7	0	-3	0	5
CC(C)(C)n1nc(Cc2cccc3ccccc23)c2c(N)ncnc21	1	6	6	-1	3	-8	5	-12	0	-37
CC1=Nc2cc(C(=O)NCC3CCCO3)ccc2Sc2ccc(C)cc21 (centres undefined)	-1	2	-6	3	-1	-1	-2	2	1	-3
O=c1cc(O)n(Cc2ccc(F)cc2)c(=O)[nH]1	20	0	-1	8	2	3	9	-12	-3	3
CC(=O)NCCNc1nc(NCc2cccs2)nc2ccsc12	0	-9	1	0	-2	4	5	-8	0	.
O=C(COC(=O)Cn1[nH]c(=O)c2ccccc2c1=O)Nc1ccc2c(c1)OCO2	4	-1	6	-3	-2	-2	-2	-10	3	1
Cn1c(=O)c2c(-c3ccccc3)n(Cc3ccccn3)cc2n(C)c1=O	1	-5	-6	4	-4	-1	2	8	2	4
COc1ccc(-c2nc(CS(=O)CC(=O)NCc3cccnc3)c(C)o2)cc1OC (centres undefined)	7	-5	0	5	3	-3	6	-4	8	0
Nc1nc(Nc2ccccc2F)nc(NCCO)c1[N+](=O)[O-]	-2	-4	0	1	2	-3	2	7	2	.
Cc1ccc(-c2nnn(CC(=O)NCCc3ccc4c(c3)OCO4)n2)o1	1	-1	-4	-4	6	3	2	-10	-1	2
COC(=O)C1CN(C(=O)COc2cccc(C)c2C)c2ccccc2O1 (centres undefined)	-6	-3	0	-3	-4	-6	-6	-5	3	-4
COc1cc(Cl)cc(/C=C/c2ccc3ccccc3n2)c1OC(C)=O	1	0	2	-2	8	4	-4	4	1	-30
Cc1cccc(NS(=O)(=O)c2nnc(NC(=O)CC(C)C)s2)c1	13	1	2	-2	-7	2	-3	11	-4	-1
Cc1nn(-c2ccccc2)c(Cl)c1C1C(C#N)=C(N)OC2=C1C(=O)CC(C)(C)C2 (centres undefined)	-5	-2	-1	1	2	-8	4	-9	6	-9

In a second layout: results already given
structure | rCAG binder | GC-B act | MBD2 DNA inh | PRMT1 inh | TCR-CD3 inh | ABHD4 inh | SIAE inh | TDP2 absorb | LEDGF integ inh | HTRA1 inh
COc1ccc(Cc2nc3ccc(C(=O)NC(C)Cc4ncccc4C)cc3o2)cc1OC (centres undefined) | -3 | 0 | -1 | -1 | -4 | -3 | 2 | -10 | 1 | -4
Cc1cc(C(=O)NNC(=O)c2ccc(Cl)cc2)c2ccccc2n1 | 1 | -1 | 1 | -3 | 7 | 3 | -6 | -1 | 4 | 13

From PubChem
